Source: PubChem BioAssay
aGlu spleen mod: qHTS Assay for Inhibitors and Activators of Human alpha-Glucosidase From Spleen Homogenate; Lysosomal alpha-glucosidase (Homo sapiens), P10253; human spleen homogenate, 4-MU-alpha-glucoside fluorescence; Potency, µM (highest dose often 79.9 µM), inactives show at the highest dose activity change, negative = inhibition, actives largely listed as inhibitors; 240,000 compounds, 0.006% hits; AID 2112, 2009;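 further: 0% = enzyme with vehicle and -100% = no enzyme basal signal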
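AC50 values come from Hill-equation fits of concentration-response data, normalized to no-enzyme and full-activity controls. Enzyme source: 1 ug human spleen homogenate; 1 mM fluorogenic 4-MU glucoside, pH 5.0 citrate buffer, 37 C, 40 min.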
GLA spleen mod: qHTS Assay for Inhibitors and Activators of Human alpha-Galactosidase From Spleen Homogenate. Alpha-galactosidase A (Homo sapiens), P06280. human spleen homogenate, 4MU-alpha-Gal fluorescence, 40 min. Potency, µM (highest dose often 80 µM), inactives show at the top dose activity change, negative = inhibition, usual class: inhibitors. 240,000 compounds, 0.008% hits;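 further: 0% = enzyme with vehicle and -100% = no enzyme basal signal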
Target sequence (P06280 32-429 limits assumed): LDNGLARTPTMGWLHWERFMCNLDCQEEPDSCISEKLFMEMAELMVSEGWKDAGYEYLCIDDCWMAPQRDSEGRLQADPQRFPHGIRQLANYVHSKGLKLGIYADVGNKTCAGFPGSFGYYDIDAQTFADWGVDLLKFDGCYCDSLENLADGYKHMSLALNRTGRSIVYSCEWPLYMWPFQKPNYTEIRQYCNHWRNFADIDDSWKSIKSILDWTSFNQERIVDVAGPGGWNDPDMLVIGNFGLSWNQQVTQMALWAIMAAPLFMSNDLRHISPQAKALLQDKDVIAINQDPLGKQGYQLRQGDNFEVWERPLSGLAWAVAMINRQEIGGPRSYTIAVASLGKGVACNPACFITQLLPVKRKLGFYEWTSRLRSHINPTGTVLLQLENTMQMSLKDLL
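Spleen homogenate 1 ug + cpd (titration) + 4-MU-alpha-D-galactopyranoside 1 mM; 37C 40 min; 50 mM citrate/phosphate pH 5.0, 0.01% Tween-20; stop pH 10; fluorescence 365/440; AC50 via Hill.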
GAA glycogen: qHTS Assay for Inhibitors and Activators of Human alpha-Glucosidase Cleavage of Glycogen. Lysosomal alpha-glucosidase (Homo sapiens), P10253. recombinant GAA, glycogen substrate, Amplex Red glucose oxidase fluorescence. Potency, µM (series often up to 76.4 µM), for inactives: at the highest dose activity change, negative = inhibition, actives largely listed as inhibitors. 300,000 compounds, 0.38% hits;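 further: 0% = full enzyme reaction and -100% = no-enzyme basal signal; the screen sought inhibitors and activators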
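Recombinant human enzyme (4 nM); glycogen substrate; 37 C, 40 min, pH 5.0. Readout: coupled glucose oxidase/Amplex Red fluorescence.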
Epigenetic reg: Quantitative High-Throughput Screen for Regulators of Epigenetic Control. murine LDR cells, GFP reporter derepression, 30 h. Potency, µM (titrated, usually from 53.9 µM), for inactives: at the top dose GFP activation, hits mostly activators. 280,000 compounds, 0.2% hits. AID 1865, 2009; further: % of control where 0% means no effect; nearly all actives have a fitted effect of over 60% in size
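Readout is the number of GFP-expressing murine LDR cells, counted by cytometry following washing. Cells were treated with compound for 30 h at 37 C; the stably integrated CMV-GFP locus is normally silent.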
GAA inh: qHTS Assay for Inhibitors of Human alpha-Glucosidase as a Potential Chaperone Treatment of Pompe Disease | Potency, µM (highest dose often 76.9 µM), for inactives: at the highest dose activity change, negative = inhibition, hits mostly inhibitors | Lysosomal alpha-glucosidase (Homo sapiens), P10253 | purified human GAA, 4-MU-alpha-glucoside fluorescence | 200,000 compounds, 0.005% hits;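 further: plate controls were uninhibited enzyme wells for no effect and no-enzyme background for full effect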
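Enzyme (4 nM final) mixed with compound (up to 77 uM), then 4-MU-alpha-D-pyranoside (400 uM final) added; 20 min at room temperature, pH 5.0. Reaction stopped at pH 10, fluorescence read, AC50 derived by Hill fit.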
NPSR antag: qHTS Assay for Antagonists of the Neuropeptide S Receptor: cAMP Signal Transduction. Q6W5P4. CHO-NPSR cells, cAMP TR-FRET, antagonist mode. Potency, µM (highest dose often 38.3 µM), for the others: at the top dose activity change, negative = inhibition, hits mostly inhibitors. 220,000 compounds, 1% hits; further: on the % scale 0 is the no-effect control and ±100 the full control effect; nearly all actives have a fitted effect of over 50% in size; many of its hits are not listed in these tables
Target sequence (Q6W5P4 whole entry, looked up): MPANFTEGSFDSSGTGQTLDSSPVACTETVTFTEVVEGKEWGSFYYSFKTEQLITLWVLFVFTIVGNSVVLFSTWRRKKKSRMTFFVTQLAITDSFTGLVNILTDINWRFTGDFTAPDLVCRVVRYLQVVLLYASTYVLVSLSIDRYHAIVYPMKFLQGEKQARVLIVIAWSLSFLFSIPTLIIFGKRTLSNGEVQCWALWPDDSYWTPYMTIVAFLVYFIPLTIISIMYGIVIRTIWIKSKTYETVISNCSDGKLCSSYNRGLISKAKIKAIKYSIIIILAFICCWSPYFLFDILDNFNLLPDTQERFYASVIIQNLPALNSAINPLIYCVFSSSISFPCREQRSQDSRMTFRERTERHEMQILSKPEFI
Tau fluor counter: Counterscreen qHTS for Inhibitors of Tau Fibril Formation, Fluorescence Polarization; tau K18 P301L (four-repeat tau fragment) Alexa594 fluorescence, heparin fibrillization; Potency, µM (top dose mostly 57.7 µM), for the others: at the highest dose activity change, negative = decrease; 280,000 compounds, 0.93% hits; AID 1463, 2008; further: on the % scale 0 is the no-effect control and ±100 the full control effect; nearly all actives have a fitted effect of over 55% in size
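Human K18 P301L tau (15 uM unlabeled plus 0.24 uM Alexa 594-labeled, final) in 100 mM sodium acetate pH 7 was mixed with compound and 20 uM heparin and incubated 6 hr at 37 C.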
ALDH1A1 inh: qHTS Assay for Inhibitors of Aldehyde Dehydrogenase 1 (ALDH1A1); AID 1030, 2008; Potency, µM (top dose mostly 75.3 µM), inactives show top-dose activity, negative = inhibition, most hits filed as inhibitors; Aldehyde dehydrogenase 1A1 (Homo sapiens), P00352; Purified ALDH1A1, NADH fluorescence, propionaldehyde substrate; 220,000 compounds, 7.3% hits; active means well fitted inhibition curve with a large enough effect, not every such curve was filed as active; inconclusive means small, poorly fitted or top-dose-only effect, or another doubt; inactive means no such curve, though single readings can be large or run the other way;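 further: plate controls were no enzyme wells and a reference inhibitor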
The depositor's hits bear a star; u = inconclusive; x = no result given; & = joins results of further samples; [ ] = another dose, or the depositor's remark. Unless noted, the call rests on the fitted dose curve; in most records, active means well fitted curve in the direction sought with a large enough effect; inconclusive means small, poorly fitted or top-dose-only effect, or another doubt; inactive means no such curve, though single readings can be large; an effect the other way counts as inactive or inconclusive. Potency means the concentration at half of the fitted maximal effect. Not all compounds are listed. The share of hits here may be higher or lower than overall.

#	Compound	aGlu spleen mod	GLA spleen mod	GAA glycogen	Epigenetic reg	GAA inh	NPSR antag	Tau fluor counter	ALDH1A1 inh
1	COc1cccc(C(=O)COC(=O)C(C)N2C(=O)C3C4C=CC(C4)C3C2=O)c1 (stereo unspecified)	-3%	-1%	-10%	-0.1%	0%	4%[46.1 µM]	-4%	u
2	CC(C)CCNCC1OCc2ccccc2CO1	-13%	-8%	14%	-1.0%	-2%	7%	-3%	-9%
3	COc1ccc(CC(=O)OCC(=O)Nc2cccc(Cl)c2)cc1	-3%	-2%	1%	-3.4%	7%	17%	-17%	2%
4	Cn1c(=O)[nH]c(=O)c2c1nc(NCCCO)n2Cc1ccc(F)cc1	0%	0%	31%	9.1%	u	-11%[46.1 µM]	-3%	-10%
5	CC(=O)COC(=O)c1cccc(N2C(=O)C3C4C=CC(C4)C3C2=O)c1 (stereo unspecified)	-2%	2%	-3%	-1.0%	1%	7%	-6%	6%
6	COC(=O)c1c(C)[nH]c(C)c1C(C)=O	-14%	4%	3%	1.6%	-16%	-41%	-9%	3%
7	CC(C)=CC(=O)Nc1ccc(Br)cc1	-1%	-7%	-20%	0.0%	0%	11%[46.1 µM]	-6%	17%
8	CCOC(=O)C(CCCCCCP(=O)(c1ccccc1)c1ccccc1)NC(C)=O (stereo unspecified)	1%	-2%	7%	-1.0%	x	-2%	0%	x
9	O=C(Nc1cccc(-c2cn3cccnc3n2)c1)Nc1ccccc1F	-3%	0%	18%	-1.7%	-3%	11%	-21%	u
10	CN(Cc1ccco1)c1ccnc(-c2cccc(NS(C)(=O)=O)c2)n1	5%	-9%	x	2.9%	x	x	-17%	-8%
11	Cc1ccc(CN2CC(C(=O)O)CC2=O)cc1 (stereo unspecified)	-5%	-3%	2%	-4.5%	-8%	-7%[46.1 µM]	-7%	12%
12	CCN(CC)CCCN1C(=O)C(O)=C(C(=O)c2ccco2)C1c1ccc(OC(C)C)cc1 (stereo unspecified)	0%	1%	-8%	-5.5%	-6%	12%[46.1 µM]	2%	-8%
13	CCOc1ccccc1N/C(=N/c1nc(C)cc(C)n1)NC(=O)Nc1ccc(Cl)c(Cl)c1	6%	-2%	1%	1.0%	9%	5%	-13%	4%
14	Cc1ccc(S(=O)(=O)N2CCN(CC(=O)NC(=O)NCc3ccccc3)CC2)cc1C	-2%	-2%	8%	0.8%	-3%	-20%[46.1 µM]	-10%	2%
15	Cc1ccc(CSc2nnc3c(n2)OC2(Nc4ccccc4-3)C(=O)Nc3ccc(F)cc32)cc1 (stereo unspecified)	-8%	3%	-10%	-2.3%	-6%	-9%[46.1 µM]	u	-12%
16	COc1ccc(C(=O)NC(=S)Nc2ccccc2N2CCOCC2)cc1[N+](=O)[O-]	-5%	1%	-1%	0.0%	0%	-21%	u	7.1µM*
17	CCOC(=O)CSc1nc(C)cc(=O)[nH]1	-1%	8%	6%	0.2%	-5%	-2%[46.1 µM]	9%	4%
18	Cc1c(F)cccc1NS(=O)(=O)c1ccccc1C#N	4%	-10%	4%	-1.0%	-22%	4%[46.1 µM]	2%	-2%
19	C=C(C)CN(CC)C(=O)CC1C(=O)NCCN1Cc1c(F)cccc1Cl (stereo unspecified)	1%	1%	8%	0.9%	5%	-13%	9%	7%
20	COc1cc(/C=N/OCC(=O)NC2CCCCC2)ccc1OCc1ccccc1	0%	10%	-2%	-1.9%	0%	-17%	-6%	22µM*
21	CN(CC(=O)NCCc1ccc(S(N)(=O)=O)cc1)c1ccccc1	3%	2%	5%	-0.4%	3%	12%	-5%	12%
22	O=C1C=CC2=C3c4cc(O)c(O)cc4C[C@@]3(O)COC2=C1	5%	3%	x	u	x	x	u	-1%
23	O=C1CCNc2c(Cl)cccc21	-21%	6%	1%	-0.3%	x	4%[7.67 µM]	-4%	x
24	CCOC(=O)C(C(=O)OCC)N(C#N)c1nc(C)cc(C)n1	-3%	3%	12%	-5.8%	4%	1%[46.1 µM]	-4%	3%
25	CCN(CC(=O)Nc1ccccc1OC)C(=O)C1CC2C=CC1C2 (stereo unspecified)	-1%	3%	-4%	0.7%	0%	0%[46.1 µM]	-2%	4%
26	CC(C/C=N/NC(=O)COc1cc(Cl)ccc1Cl)c1ccccc1 (stereo unspecified)	-3%	-13%	-5%	0.3%	x	-19%[46.1 µM]	-4%	-8%
27	COC(=O)c1sc(NC(=O)c2cc3c(s2)CCCC3)nc1C	-11%	-8%	-1%	0.0%	-4%	-17%[46.1 µM]	-7%	-14%
28	Cc1ccc(CNC(=O)[C@@H]2CCC(=O)N2Cc2ccco2)cc1	3%	-1%	5%	-3.9%	-12%	-3%[46.1 µM]	-11%	3%
29	CC(C)(C)NCc1ccccc1OCc1cccs1	-3%	-5%	-6%	-1.1%	-3%	-5%[46.1 µM]	-6%	5%
30	COc1ccc(OC)c(NC(=O)CSc2nc3ccccc3c(=O)n2CCNC(C)=O)c1	-8%	-5%	7%	17%	4%	-13%[46.1 µM]	3%	u
31	Cc1cc(C)c(C(N)=O)c(Nc2cccc(Cl)c2)n1	-3%	7%	8%	-0.8%	0%	16%[46.1 µM]	-1%	0%
32	Cc1noc(C)c1S(=O)(=O)N1CCCC(C(=O)NCC2CCCO2)C1 (stereo unspecified)	4%	5%	0%	-1.1%	-4%	-2%[46.1 µM]	-6%	2%
33	C[C@@H]1NC(=O)c2cc([N+](=O)[O-])cc(I)c2OCC[C@@H](C(N)=O)NC(=O)[C@H](CCCCN)NC1=O	-1%	-1%	5%	1.6%	2%	5%	-11%	u
34	CCC(OC(=O)c1nsc(Cl)c1Cl)C(=O)NC(C)(C)C (stereo unspecified)	1%	-1%	-3%	0.1%	-5%	-9%	-13%	-2%
35	CC(C)(C)CC(C)(C)NC(=S)NC1CCN(Cc2ccccc2)CC1	-6%	0%	3%	2.3%	3%	-3%[46.1 µM]	-26%	u
36	CC(C)(C)c1ccc(C(=O)CSc2nc3ccccc3c(=O)[nH]2)cc1	1%	0%	-3%	-1.0%	-17%	u	-12%	u
37	CC1(C)NC(=O)N(CCCCSc2ccc(Cl)cc2)C1=O	-1%	6%	8%	-5.0%	u	-22%[46.1 µM]	-16%	u
38	O=C(COC(=O)C1COc2ccccc2O1)Nc1ccc2c(c1)CCC2 (stereo unspecified)	6%	-6%	-4%	-2.8%	-6%	4%[46.1 µM]	-19%	-7%
39	Cc1cccc(C(=O)NCc2nnc(SCc3ccc(F)cc3)n2C)c1	-9%	6%	-6%	0.3%	12%	2%	0%	-8%
40	Cc1cc(Nc2ccc(N3CCOCC3)cc2)c2cccc(C)c2n1	-9%	-13%	-9%	1.6%	x	-16%	-16%	x
41	Nc1nc2c(C(=O)N3CCOCC3)nnn2c2ccccc12	3%	13%	-2%	4.1%	-2%	-1%	0%	u
42	CCOC(=O)c1cccc(NS(=O)(=O)c2cnc[nH]2)c1	-1%	6%	4%	1.7%	0%	-7%[46.1 µM]	-6%	3%
43	CSc1ccccc1NC(=O)COC(=O)c1c[nH]c(=O)[nH]c1=O	0%	4%	2%	-10%	x	-13%	-3%	x
44	CC[C@H]1OC(=O)C[C@@H](O)[C@H](C)[C@@H](O[C@@H]2O[C@H](C)C[C@H](N(C)C)[C@H]2O)[C@@H](CC=O)C[C@@H](C)C(=O)C=C[C@]2(C)O[C@H]2[C@@H]1C	-1%	2%	-6%	2.6%	x	40%	5%	x
45	COc1ccc(CN2C(=O)c3ccccc3C2C(=O)NCCc2ccccc2)c(OC)c1 (stereo unspecified)	2%	3%	-1%	-4.2%&-1.8%	-10%	-37%	-14%&-12%	u
46	Cc1ccc(N2C(=O)CC(Nc3ccccc3)C2=O)cc1 (stereo unspecified)	-15%	-1%	2%	5.9%	0%	-7%[46.1 µM]	-3%	-4%
47	O=[N+]([O-])c1ccc(Cl)c(S(=O)(=O)NCC2CCCO2)c1 (stereo unspecified)	-4%	0%	-2%	0.0%	-4%	23%	-6%	-8%
48	COc1cc(S(=O)(=O)NCc2ccccc2)ccc1F	9%	3%	1%	2.2%	-2%	-8%[46.1 µM]	-4%	-15%
49	CCOC(=O)C(NC(C)=O)C(OC(C)=O)c1cccc(N(CCO)CCO)c1 (stereo unspecified)	-8%	6%	-3%	0.0%	0%	2%[46.1 µM]	-3%	11%
50	COc1ccc(NS(=O)(=O)c2cc(NC(=O)c3nn(C)c(=O)c4ccccc34)ccc2OC)cc1	3%	5%	-9%	-3.2%	-1%	-17%	-26%	-9%
51	COc1ccccc1NC(=S)NCCSc1ccc(Cl)cc1	1%	2%	-29%	-0.1%	-5%	-2%	u	0%
52	CCCCn1c(=O)n(C)c(=O)c2c3c(sc21)COC(C)(C)C3	-9%	1%	10%	-2.0%	-4%	-15%[46.1 µM]	3%	u
53	CC1CCc2[nH]nc(C(=O)O)c2C1 (stereo unspecified)	-11%	-6%	4%	0.0%	1%	-4%[46.1 µM]	6%	3%
54	CCCCC[C@H](O)/C=C/C=C\C=C\[C@@H](O)C/C=C\CCCC(=O)O	-5%	0%	x	-1.1%	x	x	-1%	-3%
55	CCOC(=O)c1cccc(NC(=O)CCS(=O)(=O)c2cccc3nsnc23)c1	0%	-2%	2%	0.0%	-2%	16%[46.1 µM]	-15%	22µM*
56	CCCc1nc(NC(=O)c2ccccc2)nc(NC(=O)c2ccccc2)n1	7%	5%	10%	-1.6%	-6%	-9%	-20%	8%

An excerpt from above, limited to GLA spleen mod and ALDH1A1 inh.
| nr | Structure | GLA spleen mod | ALDH1A1 inh |
| --- | --- | --- | --- |
| 31 | Cc1cc(C)c(C(N)=O)c(Nc2cccc(Cl)c2)n1 | 7% | 0% |
| 32 | Cc1noc(C)c1S(=O)(=O)N1CCCC(C(=O)NCC2CCCO2)C1 (stereo unspecified) | 5% | 2% |
